TRPC4 block: blocks the mouse TRPC4 cation channel | HEK293 TRPC4beta/mu-opioid, DAMGO-evoked Fluo4 calcium flux; active compounds read low | B-score at 10 µM | 0.39% of 300,000 active | AID 2247;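 active = B-score over 3 SD under the library average, no early fluorescence shift, positive overall ratio signal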
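Assay system: Stable TRPC4beta/mu-opioid receptor HEK293 cells | Reagent: DAMGO in two steps, submaximal then maximal | Compound dosing: Single concentration per test compound | Signal: Fluo4 Ca2+ flux fluorescence | Evaluation: Per-well B score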
TRPC4 agonist: activators of mouse TRPC4 channel; Q9QUQ5; HEK293 TRPC4beta/mu-opioid, Fluo4 calcium fluorescence; active compounds read high; B-score at 10 µM; 0.49% of 310,000 active; AID 2237;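 active = B-score above 5 SD of library B-scores, and initial fluorescence ratio not above library mean plus 5 SD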;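 also: positive B-score marks a calcium rise read as TRPC4 activation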
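Assay system – TRPC4beta and mu-opioid receptor HEK293 stable cells · Measured by – Fluo4 fluorescence, kinetic · Schedule – dye loading 45 min room temperature, 110 s kinetic read · Read-out – B-scored integrated calcium fluorescence ratio · Controls – buffer and maximal DAMGO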
PolyA inh: inhibitors of polyadenylation in S. cerevisiae; 0.02% of 300,000 active; S. cerevisiae SKY197-pL101 polyadenylation reporter, beta-gal luminescence; efflux-impaired pdr1/pdr3 knockout yeast; score 100 = 6 SD above DMSO; calls only at 12 µM;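 active = lowest replicate activity score at least 50, where 100 means six control SD above control mean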;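 also: yeast exposed to compound for 9 h at 30 °C; higher score means more reporter readthrough which indicates perturbed polyadenylation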
KCNK3 inh: human KCNK3 channel inhibition, primary screen. 0.84% of 340,000 active. B-score at 10 µM. AID 602410. O14649. CHO-KCNK3 thallium flux, FluxOR fluorescence; active compounds read low;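 active = B-score under library mean minus 4 SD, starting fluorescence ratio at most library mean plus 5 SD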;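 also: more negative B-score means stronger inhibition of thallium flux through KCNK3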
Target sequence (O14649 whole entry, looked up): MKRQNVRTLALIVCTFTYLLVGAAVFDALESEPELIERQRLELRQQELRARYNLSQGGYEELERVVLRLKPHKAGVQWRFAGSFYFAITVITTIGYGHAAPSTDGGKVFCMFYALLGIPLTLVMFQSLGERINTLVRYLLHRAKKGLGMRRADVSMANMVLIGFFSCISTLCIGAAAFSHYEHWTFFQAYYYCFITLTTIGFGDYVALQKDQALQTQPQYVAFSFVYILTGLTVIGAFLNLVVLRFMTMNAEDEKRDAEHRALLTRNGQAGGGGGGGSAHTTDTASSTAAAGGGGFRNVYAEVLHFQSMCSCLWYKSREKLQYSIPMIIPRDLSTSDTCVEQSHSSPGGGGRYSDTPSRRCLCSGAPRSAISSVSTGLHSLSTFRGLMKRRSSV
KCNQ1 act: potentiates or activates the human KCNQ1 potassium channel. P51787. CHO-K1 KCNQ1, thallium flux FluxOR fluorescence; active compounds read high. B-score at 10 µM. 0.35% of 310,000 active. AID 2648;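 active = fluorescence ratio B-score, a plate-corrected score, at least three library SD, with initial intensity B-score within 5 SD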
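assay system = KCNQ1-transfected CHO-K1 cells | medium = assay buffer with matched DMSO | probe or stimulus = depolarizing K+/Tl+ stimulus, K2SO4 and Tl2SO4 each 12.5 mM in 5x stock | dosing = single dose | incubation = dye 90 min, compound 20 min, room temperature | detection = kinetic FluxOR fluorescence, 10 s baseline plus 110 s post-stimulus | evaluation = ratio B score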
KCNQ1 block: human KCNQ1 channel inhibition; P51787; CHO-K1 KCNQ1, FluxOR thallium flux fluorescence; active compounds read high; B-score at 10 µM; 1.3% of 310,000 active;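 active = compounds whose thallium flux B-score, printed positive for inhibition, exceeds three library SD while starting fluorescence stays within three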;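 also: channel opened by potassium depolarization with thallium stimulus after 20 min compound exposure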
KCNK9 block: blocks the human KCNK9 two-pore domain potassium channel | Q9NPC2 | HEK293 KCNK9, FluxOR thallium flux fluorescence; active compounds read low | B-score at 10 µM | 1.2% of 310,000 active;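 active = ratio B-score over 3 SD below the library mean, with starting fluorescence within 5 SD of its mean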;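 also: negative B-score means less thallium flux so channel inhibition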
Target sequence (Q9NPC2 whole entry, looked up, the tested form may be a part): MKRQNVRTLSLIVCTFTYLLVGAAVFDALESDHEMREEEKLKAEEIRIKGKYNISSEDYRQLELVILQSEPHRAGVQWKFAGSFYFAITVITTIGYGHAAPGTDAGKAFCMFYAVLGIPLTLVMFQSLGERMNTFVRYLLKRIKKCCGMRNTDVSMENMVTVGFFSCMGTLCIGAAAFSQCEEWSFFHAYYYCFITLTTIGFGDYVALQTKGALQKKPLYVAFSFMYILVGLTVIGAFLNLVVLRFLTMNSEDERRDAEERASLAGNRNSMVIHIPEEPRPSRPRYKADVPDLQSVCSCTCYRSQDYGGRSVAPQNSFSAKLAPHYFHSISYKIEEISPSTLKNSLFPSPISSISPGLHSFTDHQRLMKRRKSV
TRPC4 PAM: allosteric potentiators of mouse TRPC4 channel; Q9QUQ5; HEK293 TRPC4beta/mu-opioid, DAMGO EC20, Fluo-4 Ca2+ flux; active compounds read high; B-score at 10 µM; 0.42% of 310,000 active; AID 2227;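 active = B-score of calcium response area above 5 SD of library B-scores, with initial fluorescence ratio within 5 SD of library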;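 also: B-score of integrated fluorescence ratio over time as area under calcium response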
Dyrk1A ADPGlo: Dyrk1A (rat) kinase inhibition | Q63470 | ADP-Glo luminescence, NFATc1 peptide | inhibition, % at 12.5 µM | 0.43% of 310,000 active; in the data active = inhibition above about 50%;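 also: plate controls were vehicle with enzyme for no effect and no enzyme for full effect; many of its hits are not listed in these tables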
Platelet DG rel: platelet dense granule release activity; human platelet-rich plasma, SFLLRN dense granule ATP release, luminescence; inhibition, %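 (compounds screened at 7.5 µM in platelet-rich plasma)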; 0.22% of 300,000 active; AID 1663;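 active = mean replicate score, as percent of positive control, at or above 50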
hERG rescue: compounds protecting human hERG from proarrhythmic drug block; AID 1511; activation (rescue from dofetilide block), less the hit threshold, % at 10 µM; 0.51% of 310,000 active; Q12809; CHO-hERG, FluxOR thallium flux, dofetilide IC70 present;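 active = activation above the mean of controls blocked by dofetilide plus 5 SD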;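 also: thallium influx through hERG after potassium depolarization seen as dye fluorescence rise; in these data hits start at about 4.7%; inactives centre near -7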
An asterisk follows results filed as active; i = inactive; . = not tested or not shown; & = joins results of further samples.

structure	KCNQ1 block	hERG rescue	TRPC4 PAM	KCNK3 inh	TRPC4 block	PolyA inh	Dyrk1A ADPGlo	KCNQ1 act	KCNK9 block	TRPC4 agonist	Platelet DG rel
COc1ccc(OC)c(NC(=O)c2cc3c(Cl)nc4ccccc4c3s2)c1	i	-5	i	i	i	i	.	i	i	i	7
N#CCC(=O)NNc1c([N+](=O)[O-])cc(C(F)(F)F)cc1[N+](=O)[O-]	i	-5	i	i	i	i	14	i	i	i	9
CN(CC(=O)Nc1cccc(F)c1)C(=O)CC1CC2CCC1C2 (stereo not given)	i	-7	i	i	i	.	-5	i	i	i	-4
NC(=O)c1cc(S(=O)(=O)N2CCN(c3ccc([N+](=O)[O-])cc3)CC2)cs1	7*	-9	i	i	i	i	2	i	i	i	6
CSC(=NC1CCCCC1)NS(=O)(=O)c1ccccc1	i	-7	i	i	i	i	1&1	i	i	i	-6
Cc1ccc(S(=O)(=O)N[C@@H](CC(C)C)C(=O)NCc2ccco2)cc1	i	0	i	i	i	i	2	i	i	i	1
COCCNC(=O)Cn1cc(C(=O)c2cccs2)c2ccccc21	i	-10	i	i	i	i	-1	i	i	i	1
O=C(NCCc1ccccc1)C1CCCN(c2nc3ccccc3s2)C1 (stereo not given)	i	-5	i	i	i	i	-6	i	i	i	3

Next section, overlapping the part above by two compounds.
structure	KCNQ1 block	hERG rescue	TRPC4 PAM	KCNK3 inh	TRPC4 block	PolyA inh	Dyrk1A ADPGlo	KCNQ1 act	KCNK9 block	TRPC4 agonist	Platelet DG rel
COCCNC(=O)Cn1cc(C(=O)c2cccs2)c2ccccc21	i	-10	i	i	i	i	-1	i	i	i	1
O=C(NCCc1ccccc1)C1CCCN(c2nc3ccccc3s2)C1 (stereo not given)	i	-5	i	i	i	i	-6	i	i	i	3
COc1ccc(CNC(=O)CSc2nnc(-c3cccnc3)n2N)cc1	i	-12	i	i	i	i	-24	i	i	i	1
CC(=O)c1cccc(OCC(O)CNCCc2ccc(Cl)cc2)c1 (stereo not given)	i	-2	10*	i	i	i	0	i	i	i	-1
CCc1cc2c(=O)c(-c3nc4ccccc4n3C)c(C)oc2c(CN2CCN(C)CC2)c1O	i	-1	i	.	i	i	.	i	i	i	-6
CC(=O)N1c2ccccc2C2(O)N=C(C)SC12 (stereo not given)	i	-4	i	i	i	.	4	i	i	i	1
NC(=O)C1CCN(C2=C(NS(=O)(=O)c3ccc(Cl)cc3)C(=O)c3ccccc3C2=O)CC1	i	-25	i	i	i	i	-2	i	i	i	5
COCCN(C(=O)CSc1nnc(-c2cccc(F)c2)n1N)c1c(N)n(CC(C)C)c(=O)[nH]c1=O	i	-11	i	i	i	i	-6	i	i	i	-6
O=C(CCCc1nc(-c2ccccc2Cl)no1)NCc1cccnc1	i	-5	i	i	i	i	3	i	i	i	1
Cc1cc(C)c(S(=O)(=O)Nc2ccc(C(N)=O)cc2)c(C)c1	i	-17	i	i	i	i	-2	i	i	i	4
CCn1c(=O)cc(OCC(=O)N2CCN(c3cccc(C(F)(F)F)c3)CC2)c2ccccc21	i	-21	11*	i	i	i	-4	i	i	i	2
CC(=O)c1ccc(S(=O)(=O)N2CCCc3ccccc32)cc1	i	-3	i	i	i	i	.	i	i	i	1
Nc1nnc(-c2ccc(Cl)c(Cl)c2)s1	i	-22	i	i	i	i	-3	i	i	i	0
CN(C)c1nc(SCC(=O)Nc2ccc(Cl)c(Cl)c2)nc(N2CCOCC2)n1	i	0	i	i	i	i	-2	i	i	i	-7
O=C(Nc1ccc(F)cc1)C1COc2ccccc2O1 (stereo not given)	i	-2	i	i	i	i	-1	i	i	i	18
N#Cc1c2c(c(Nc3ccccc3)n3c1nc1ccccc13)CCC2	i	-7	i	i	i	.	-2	i	i	i	-1
COc1ccc(CSc2nnc(C)n2N)cc1Br	i	-5	i	i	i	i	3	i	i	i	-3
Cc1ccc2[nH]c(O)c(N=NC(=O)C(C)n3cnc4ccccc4c3=O)c2c1 (stereo not given)	i	-3	i	i	i	i	9	i	i	i	-6
O=C(NCCCCCc1nc2ccccc2[nH]1)c1ccccc1Cl	i	-11	i	i	i	i	-6	i	i	i	11
CCN(CC)S(=O)(=O)c1ccc(Cl)c(C(=O)NCC2CCCO2)c1 (stereo not given)	i	-5	i	i	i	i	-10	i	i	i	2
CCCCCOc1ccc(CSc2ncn[nH]2)cc1	i	-13	i	i	i	i	2	i	i	i	-1
CCn1c([N+](=O)[O-])nc2c1c(=O)[nH]c(=O)n2C	i	-13	i	i	i	i	-2	i	i	i	-5
CCC(Sc1ccccn1)C(=O)Nc1cccc([N+](=O)[O-])c1 (stereo not given)	i	-13	i	i	i	i	7	i	-8.6*	i	-1
COc1ccc(N2CSC3=C(C#N)C(c4cccs4)CC(=O)N3C2)cc1 (stereo not given)	i	-10	i	i	i	i	3	i	i	i	9
COc1ccc(-c2noc(CN(C)C(=O)c3ccoc3C)n2)cc1OC	i	-4	i	i	i	i	1	i	i	i	2
CC(=O)c1ccc(NC(=S)Nc2ccn(Cc3ccc(Br)cc3)n2)cc1	i	4	i	i	i	i	4	i	i	i	0
CCCCc1nnc(NC(=O)C(C)Sc2nc(N)cc(=O)[nH]2)s1 (stereo not given)	i	-11	i	i	i	i	-6	i	i	i	-5
CCn1c(=N)n(CC(=O)c2cccc(OC)c2)c2ccccc21	i	-8	i	i	i	i	1	i	i	i	-3
CC1CCc2cc(F)ccc2N1C(=O)CSc1nnc2c3cc(F)ccc3n(C)c2n1 (stereo not given)	i	-2	i	i	i	i	-4	i	i	i	8
Brc1cnc(N2CCCCC2)nc1N1CCOCC1	i	-13	i	i	i	i	4	i	i	i	0
CC(C)C(C(=O)Nc1nccs1)c1ccccc1 (stereo not given)	i	-5	i	i	i	i	5	i	i	i	0
C=CCC1(C(=O)N(C)Cc2ccccc2)CCN(C(=O)OC(C)(C)C)CC1	i	-4	i	i	i	i	9	i	i	i	-2
O=C(NC(=S)NCc1ccccc1)c1cccs1	i	16*	i	i	i	i	3	16*	i	i	1
O=C(COC(=O)Cn1cnc2ccccc2c1=O)Nc1cc(Cl)ccc1[N+](=O)[O-]	i	-10	i	i	i	i	1	i	i	i	20
CC(C)c1ccc(/C=C/C(=O)NCCC2=CCCCC2)cc1	i	-27	i	i	i	i	4	i	i	i	-2
COc1ccc(CN2CCNC(=O)C2CC(=O)N(C)Cc2nc(C)cs2)c(OC)c1 (stereo not given)	i	-12	i	i	i	i	10	i	i	i	0
CCOc1ccc(N(C(C)C(=O)N2CCOCC2)S(C)(=O)=O)cc1 (stereo not given)	i	-14	i	i	i	i	-1	i	i	i	6
Cc1cccc(NC(=O)C(C)N2C(=O)c3ccccc3S2(=O)=O)n1 (stereo not given)	i	-8	i	i	i	i	.	i	i	i	-1
O=C(N/N=C1\CCc2ccccc21)c1ccccc1O	i	-4	i	i	i	i	1	i	i	i	5
NCC(O)CN1CCN(Cc2ccccc2)CC1 (stereo not given)	i	-5	i	i	i	i	-6	i	i	i	5
CCCC(=O)C1C(=O)CC(C)(C)C(c2cc(C)no2)C1=O (stereo not given)	i	-2	i	i	i	i	-8	i	i	i	2
N#CCc1ccc(NC(=O)c2cc(S(=O)(=O)N3CCOCC3)ccc2Cl)cc1	i	-9	i	i	i	i	0	i	i	i	-6
Cc1c(C(=O)Nc2c(C)n(C)n(-c3ccccc3)c2=O)oc2c(Cl)cccc12	i	-10	i	i	i	i	-6	i	i	i	-11
CCCN(CCO)Cc1ccc2ccccc2c1	i	-2	i	i	i	i	-1	i	i	i	1
Cc1ccc(N2CC(C(=O)N3CCC(C(=O)NCCCOC(C)C)CC3)CC2=O)cc1 (stereo not given)	i	-6	i	i	i	i	-5	i	i	i	0
COc1ccc(CC(=O)N2CCN(c3ccccn3)CC2)cc1	i	-1	i	i	i	i	4	i	i	i	4
O=C(NC1CCCCC1)c1cccs1	i	-8	i	i	i	i	1	i	i	i	-4
COc1ccc(/C=C/C(=O)Nc2ccccc2C)cc1S(=O)(=O)N1CCOCC1	i	-13	i	i	i	i	22	i	i	i	1
CC1CN(S(=O)(=O)c2cccc(C(=O)Nc3ccc4c(c3)CCC4)c2)CC(C)O1 (stereo not given)	i	-7	i	i	i	i	2	i	i	i	-25
COc1ccc(-c2nc(CNS(=O)(=O)c3ccc(OC)c(OC)c3)cs2)cc1	i	-14	i	i	i	i	-1	i	i	i	-1
O=C(NCCc1ccc(F)cc1)C1CCCCC1	i	-4	i	i	i	i	1	i	i	i	-1
COC(=O)c1ccccc1NC(=O)COc1ccccc1	i	-8	i	i	i	i	4	i	i	i	-4
CC12CCC(C(N)=O)(C1Br)C2(C)C (stereo not given)	i	-8	i	i	i	i	-8	i	i	i	10
O=C(Nc1ccc(-n2cc(Br)cn2)cc1)c1ccncc1	i	-6	i	i	i	i	5	i	i	i	-10
CCC(=O)Nc1ccc(N2CCN(C(=O)c3cccs3)CC2)cc1	i	-8	i	i	i	i	5	i	i	i	-3
O=C(O)c1csc(-n2nc(-c3ccccc3)cc2C(F)(F)F)n1	i	-3	i	i	i	i	2	i	i	i	6
CCCCN(CC)Cc1ccc(CNC(=O)Nc2ccc(OC)cc2OC)o1	i	-10	i	i	i	i	8	i	i	i	1
Cc1ccc(-c2nc3ncccc3o2)cc1NC(=O)CC(C)C	i	-8	i	i	i	i	-6	i	i	i	7

Screens (PubChem)

This is a subset. The share of hits here may be higher or lower than overall.
